TGFb inhibitor: inhibitors of TGF-b signaling. HepG2 CAGA-GFP TGF-b/SMAD3 reporter, GFP fluorescence, 18 h; TGF-beta stimulated, 500 pg/mL final. Potency, µM (series often up to 46.1 µM), inactives show at the top dose activity, negative = inhibition, actives largely listed as inhibitors. hit rate 1.2% among 410,000. AID 588855; also: potency is read from the fitted curve at half-maximal effect; % is scaled to controls: 0 for no effect and ±100 for the full control effect; nearly all actives have a fitted effect of over 65% in size
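HEPG2 CAGA-GFP cells (1000/well, DMEM with 1% FBS) were pre-incubated 2 h at 37 degrees C, given compound by pin tool, then stimulated with TGF-beta at 500 pg/mL final for 18 h before per-cell GFP fluorescence imaging.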
A549 viability: A549 cytotoxicity, counter-screen for Nrf2 inhibitors; hit rate 0.16% among 390,000; Potency, µM (doses to about 46 µM), for inactives: at the highest dose activity change, negative = cytotoxicity, hits mostly inhibitors; A549 ARE-Fluc cells, CellTiter-Fluor viability, 18-24 h; also: potency is read from the fitted curve at half-maximal effect; % is scaled to controls: 0 for no effect and ±100 for the full control effect
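Cytotoxicity counterscreen: CellTiter-Fluor fluorescence was measured in A549 ARE_Fluc cells after 18-24 h of compound exposure in a concentration series. The subsequent BugLite luminescent read reports ARE-luciferase activity.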
Mm-Cpn inhibitor: blocks the Methanococcus maripaludis chaperonin Mm-Cpn; purified Mm-Cpn ATPase, ADP Transcreener TR-FRET; Potency, µM (doses to about 76.9 µM), without a hit: at the highest dose activity, negative = inhibition, usual class: inhibitors; hit rate 0.031% among 330,000; also: potency is read from the fitted curve at half-maximal effect; % is scaled to controls: 0 for no effect and ±100 for the full control effect; nearly all actives have a fitted effect of over 80% in size
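Purified archaeal chaperonin (25 nM final) was preincubated with compound for 10 min at 37°C, then ATP (10 uM final) was added for 30 min at 37°C in Tris pH 7.4/KCl/MgCl2/DTT buffer. ADP was quantified by HTRF Transcreener TR-FRET.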
EPAC2 antag: blocks human EPAC2 exchange factor; AID 720708; hit rate 0.18% among 360,000; Q8WZA2; Potency, µM (highest dose often 114 µM), for inactives: at the top dose activity, negative = inhibition, hits mostly inhibitors; EPAC2 GEF exchange of Rap1B-BODIPY-GDP, fluorescence; also: potency is read from the fitted curve at half-maximal effect; % is scaled to controls: 0 for no effect and ±100 for the full control effect; nearly all actives have a fitted effect of over 45% in size; many of its hits are not listed in these tables
Target sequence (Q8WZA2 whole entry, looked up): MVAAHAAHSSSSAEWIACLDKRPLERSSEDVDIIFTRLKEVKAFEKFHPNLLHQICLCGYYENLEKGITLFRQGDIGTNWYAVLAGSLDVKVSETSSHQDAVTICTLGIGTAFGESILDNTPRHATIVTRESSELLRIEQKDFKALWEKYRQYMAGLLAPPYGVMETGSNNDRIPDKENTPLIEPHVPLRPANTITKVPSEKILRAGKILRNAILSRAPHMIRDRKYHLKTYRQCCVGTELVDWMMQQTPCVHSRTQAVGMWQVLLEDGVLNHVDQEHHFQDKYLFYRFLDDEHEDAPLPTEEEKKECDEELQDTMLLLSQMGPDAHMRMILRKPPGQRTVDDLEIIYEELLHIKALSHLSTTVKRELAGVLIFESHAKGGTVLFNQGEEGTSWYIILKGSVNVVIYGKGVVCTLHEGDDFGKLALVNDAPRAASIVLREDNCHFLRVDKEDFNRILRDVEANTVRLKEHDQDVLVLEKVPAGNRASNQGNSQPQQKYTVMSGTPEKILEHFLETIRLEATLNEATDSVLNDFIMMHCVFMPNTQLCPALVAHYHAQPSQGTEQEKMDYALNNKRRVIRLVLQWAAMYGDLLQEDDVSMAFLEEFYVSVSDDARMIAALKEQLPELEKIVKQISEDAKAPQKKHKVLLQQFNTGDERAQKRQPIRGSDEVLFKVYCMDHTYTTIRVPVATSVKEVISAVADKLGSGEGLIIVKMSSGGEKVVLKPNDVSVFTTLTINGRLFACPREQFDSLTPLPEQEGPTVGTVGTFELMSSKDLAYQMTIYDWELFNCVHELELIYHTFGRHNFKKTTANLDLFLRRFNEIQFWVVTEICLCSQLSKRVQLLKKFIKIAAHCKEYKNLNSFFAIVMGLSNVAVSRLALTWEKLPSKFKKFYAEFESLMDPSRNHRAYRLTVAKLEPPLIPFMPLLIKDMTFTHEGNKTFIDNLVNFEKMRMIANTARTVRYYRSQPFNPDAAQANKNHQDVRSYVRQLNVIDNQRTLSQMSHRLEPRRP
Akt phos inh: inhibitors of Akt phosphorylation; hit rate 0.32% among 360,000; Neuro2A IGF-stimulated pAkt S473 HTRF, 20 min; active compounds read low; activity change, % for hits at 50 µM; in the data active = activity change below about -80%; inconclusive = mostly about -51% to -80%; also: % is scaled to controls: 0 for no effect and ±100 for the full control effect
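Neuro2A cells in DMEM with 0.5% FBS, overnight at 37 deg C, given compound at single 50 µM final, then IGF (6 nM final) for 20 min at 37 deg C. Lysed; phospho-Akt Ser473 by HTRF after 24 h, 665/615 ratio.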
Nrf2 activator: activators of Nrf2 (ARE) signaling | AID 624171 | Potency, µM (top dose mostly 46.1 µM), for inactives: at the top dose activation, usual class: activators | AREc32 ARE-luciferase reporter (MCF7-derived line), luminescence, 24 h | hit rate 0.31% among 410,000; also: potency is read from the fitted curve at half-maximal effect; % of control where 0% means no effect; nearly all actives have a fitted effect of over 65% in size
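Luciferase luminescence (Steady-Glo, 30 min at room temperature) served as the read-out of ARE activation in AREc32 cells treated with compounds for 24 hr at 37 deg C.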
CCT chaperon mod: modulators of cytosolic chaperonin (CCT/TRiC) activity; purified chaperonin ATPase assay, HTRF ADP detection, 30 min; activity change, % (concentration not given with the values), hits read low; hit rate 0.3% among 360,000; in the data active = activity change below about -30%; also: % is scaled to controls: 0 for no effect and ±100 for the full control effect
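TRiC (40 or 20 nM final, by batch activity) in 30 mM Tris pH 7.4, 100 mM KCl, 5 mM MgCl2, 1 mM DTT was treated with compound at 76 uM single dose, then 10 uM ATP, 30 min at 37 °C. ADP was read by HTRF Transcreener.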
EPAC2 ag: EPAC2 (human) agonism; AID 720711; Q8WZA2; EPAC2 activation, biochemical qHTS; response scale: 100% = 6.5 mM cAMP response; hit rate 0.079% among 360,000; Potency, µM (highest dose often 154 µM), for the others: at the highest dose activation, hits mostly activators; also: potency is read from the fitted curve at half-maximal effect; nearly all actives have a fitted effect of over 50% in size
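In this primary screen, activation is scored as increased exchange of BODIPY-GDP from Rap1B by 100 nM EPAC2, with 50 uM GDP as competitor. Signal is normalized to the 6.5 mM cAMP agonist control.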
Nrf2 block: Nrf2 pathway inhibition. A549 ARE-Fluc reporter, luciferase luminescence, 18-24 h. Potency, µM (highest dose often 46 µM), without a hit: top-dose activity change, negative = inhibition, actives largely listed as inhibitors. hit rate 2.1% among 360,000; also: potency is read from the fitted curve at half-maximal effect; % is scaled to controls: 0 for no effect and ±100 for the full control effect; nearly all actives have a fitted effect of over 60% in size
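Reporter: ARE-Fluc in A549. Exposure: 18-24 h, 37 °C, 5% CO2, 5% FBS OPTI-MEM. Readouts: fluorescent cytotoxicity (CellTiter-Fluor), then luminescent Nrf2 signal after BugLite.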
Starred values were filed as active, the others as inactive; i = inactive; ? = inconclusive; . = not tested or not shown; & = joins results of further samples; [ ] = remark or other dose. Unless noted, calls follow the shape of the dose curve; as a rule, active = well fitted curve in the direction sought with a large enough effect; inconclusive = small, poorly fitted or top-dose-only effect, or another doubt; inactive = no such curve, though single readings can be large; an effect the other way counts as inactive or inconclusive.

1	CCOc1ccc(S(=O)(=O)n2nc(C)c(S(=O)(=O)N3CCOCC3)c2C)cc1
2	Cc1ccc(S(=O)(=O)N(C)c2ccccc2C(=O)N2CCCC2)cc1
3	CCN(C(=O)c1cc2c(=O)n3cccc(C)c3nc2s1)C1CCCCC1
4	NC(=O)CCC(C(=O)O)N1C(=O)c2ccc(O)cc2C1=O (configuration not stated)
5	COC(=O)c1ccc(OCC2NCCc3cc(OC)c(OC)cc32)cc1 (configuration not stated)
6	O=C(CNC(=O)C1CC1)Nc1ccc(F)c(F)c1F
7	Cc1ccc(-c2c(C#N)c(N)nc3c2CCCCC3)o1
8	CCc1nonc1NC(=O)c1oc2ccc(C)cc2c1C
Screen / compound no. | 1 | 2 | 3 | 4 | 5 | 6 | 7 | 8
TGFb inhibitor | -10% | -4% | 17% | 2% | -2% | 16% | -6% | 34%&2%[activator]
A549 viability | 1% | -1% | -11% | 1% | -1% | 0% | 0% | 0%&3%
Mm-Cpn inhibitor | -1% | 1% | 0% | -5% | -7% | 1% | -6% | -8%
EPAC2 antag | 1% | -5% | -20% | 5% | 2% | 2% | 11% | 2%
Akt phos inh | i | i | i | i | i | i | i | i
Nrf2 activator | -0.2% | 0.1% | 2.1% | -0.4% | 2.6% | -0.6% | 0.1% | 2.8%&-0.4%
CCT chaperon mod | 1.3 | -7.6 | 2.2 | 0.0 | -1.6 | -2.1 | 1.6 | -3.2
EPAC2 ag | 5% | 10% | 17% | 3% | 13% | 1% | 1% | 21%
Nrf2 block | -2% | -4% | ? | -9% | 2% | 1% | -19% | ?

Next section; it opens with the 2 that closed the last part.
7	Cc1ccc(-c2c(C#N)c(N)nc3c2CCCCC3)o1
8	CCc1nonc1NC(=O)c1oc2ccc(C)cc2c1C
9	CC(C)Nc1nc(-c2ccccc2F)c2sc(-c3ccccc3)cc2n1
10	CCOc1ccccc1C(=O)Nc1cc(-c2ccc(C)cc2)no1
11	O=C(Nc1ccccc1)Nc1cccc(-c2cn3cccnc3n2)c1
12	O=C(CC1(O)C(=O)Nc2ccccc21)c1cccc(Br)c1 (configuration not stated)
13	CN(Cc1ccccc1)CC1C2CCC(C2)C1O (configuration not stated)
14	COCCOC(=O)CC1=NC(=O)CS1
15	CNc1c(NS(=O)(=O)c2ccc(CC(C)C)cc2)c(=O)oc2ccccc12
16	Cc1c(C(C)CCCO)oc(=O)c2c1Oc1c(C)c(C(C)C[C@H](C)O)oc(=O)c1C2 (some centres not stated)
Screen / compound no. | 7 | 8 | 9 | 10 | 11 | 12 | 13 | 14 | 15 | 16
TGFb inhibitor | -6% | 34%&2%[activator] | 22% | -1% | 1% | ? | 18% | 11% | 0% | -7%
A549 viability | 0% | 0%&3% | . | -4% | 5% | 14% | 3% | -6% | 2% | 0%
Mm-Cpn inhibitor | -6% | -8% | . | . | -2% | 0% | . | 0% | -1% | -1%
EPAC2 antag | 11% | 2% | 13% | . | -3% | -5% | 7% | 10% | -5% | -4%
Akt phos inh | i | i | i | . | i | i | i | i | i | i
Nrf2 activator | 0.1% | 2.8%&-0.4% | 4.3% | 7.0% | 2.1% | -0.6% | -0.4% | -0.7% | -0.6% | 2.1%
CCT chaperon mod | 1.6 | -3.2 | 1.6 | . | 0.2 | -1.1 | -3.6 | -0.7 | 2.9 | 0.6
EPAC2 ag | 1% | 21% | 13% | . | -10% | 11% | 10% | 7% | -5% | 11%
Nrf2 block | -19% | ? | . | 12% | 10% | 11% | 2% | . | -4% | -12%

17	CCCCCCC1CC(CC(=O)Nc2ccc([N+](=O)[O-])cc2)C(=O)O1 (configuration not stated)
18	COc1cc2c(C(=O)NCCCOC(C)C)cn(CC(C)C)c(=O)c2cc1OC
19	O=C(/C=C/c1ccccc1)C1=C(O)C(=O)N(CCO)C1c1ccccc1[N+](=O)[O-] (configuration not stated)
20	COC(=O)C1SCC2C(=O)N(Cc3cccc(C)c3)CC(=O)N21 (configuration not stated)
21	O=C(NCc1ccccc1)C(=O)Nc1nc(C23CC4CC(CC(C4)C2)C3)cs1
22	OC(c1ccccc1)c1ncc(-c2ccccc2F)[nH]1 (configuration not stated)
23	COc1ccc(NC(=S)N2CCN(CCN3C(=O)c4cccc5cccc(c45)C3=O)CC2)cc1
24	COc1cc2c(cc1OC)C(c1cccc([N+](=O)[O-])c1)N(C(=O)CCC(=O)O)CC2 (configuration not stated)
Screen / compound no. | 17 | 18 | 19 | 20 | 21 | 22 | 23 | 24
TGFb inhibitor | ? | -22% | -12% | 1% | 27% | 26% | -7% | -1%
A549 viability | 2% | -12% | ? | -1% | 0% | . | 1% | 18%
Mm-Cpn inhibitor | 0% | 0% | -7% | 3% | 1% | . | 2% | -1%
EPAC2 antag | -21% | -2% | 0% | 11%[57.1 µM] | -6% | 0% | -1% | -3%
Akt phos inh | i | i | i | i | i | i | i | i
Nrf2 activator | 5.0% | -0.4% | 6.0% | 0.6% | 1.8% | -0.3%[9.22 µM] | 5.0% | 1.3%
CCT chaperon mod | -0.5 | -0.6 | -4.7 | -3.9 | -5.2 | -2.0 | -2.5 | -2.3
EPAC2 ag | -11% | 8% | 13% | 2% | 7% | 5% | 1% | 23%
Nrf2 block | -3% | 16% | 4% | 7% | ? | . | 2% | 12%

25	CCCCN(CC)CCCNC(=O)CN1C(=O)CSc2ccc(S(=O)(=O)N3CCOCC3)cc21
26	COc1cccc(C=Nc2ccc3c(c2)OCCO3)c1O
27	COc1ccccc1NC(=O)c1ccc(-c2nc(COc3ccc(C)cc3)c(C)o2)cc1
28	COc1cccc(-n2cc(C(=O)NC(C)C)c3ccccc3c2=O)c1
29	CC(=O)Nc1ccc(S(=O)(=O)NCCC(=O)NCC2COc3ccccc3O2)cc1 (configuration not stated)
30	O=C(CSc1nc(-c2ccccc2)nc2ccc(F)cc12)Nc1ccc(C(=O)O)cc1
31	CCOC(=O)CNc1ccc(C(=O)OCC)cc1[N+](=O)[O-]
32	O=[N+]([O-])c1c(NCCCO)cc(N2CCN(Cc3ccc4c(c3)OCO4)CC2)c2nonc12
Screen / compound no. | 25 | 26 | 27 | 28 | 29 | 30 | 31 | 32
TGFb inhibitor | -1%&-10% | 12% | -19% | -1% | 3% | 15% | 0% | -15%
A549 viability | 11%&6% | -1% | 2% | -1% | 5% | -8% | 2% | ?
Mm-Cpn inhibitor | 1% | 1% | . | 2% | 1% | 0% | 0% | 0%
EPAC2 antag | 5% | -5% | . | -2% | 9% | -19% | 10% | -2%
Akt phos inh | i | i | . | i | i | i | i | i
Nrf2 activator | 0.8%&4.9% | 6.3% | -0.3% | -1.0% | 0.4% | 3.4% | 4.3% | -0.2%[9.22 µM]
CCT chaperon mod | 0.3 | -0.5 | . | 0.6 | 2.4 | -1.6 | 0.5 | -0.4
EPAC2 ag | 4% | -9% | . | -1% | 1% | 9% | 0% | -5%
Nrf2 block | 6% | 4% | ? | 7% | 23% | 0% | -5% | ?

Complete entries, looked up by structure.
COc1cc2c(cc1OC)C(c1cccc([N+](=O)[O-])c1)N(C(=O)CCC(=O)O)CC2 (configuration not stated) in the list: TGFb inhibitor = -1%; A549 viability = 18%; Mm-Cpn inhibitor = -1%; EPAC2 antag = -3%; Akt phos inh = i; Nrf2 activator = 1.3%; CCT chaperon mod = -2.3; EPAC2 ag = 23%; Nrf2 block = 12%
COc1ccccc1NC(=O)c1ccc(-c2nc(COc3ccc(C)cc3)c(C)o2)cc1 in the list: TGFb inhibitor = -19%; A549 viability = 2%; Mm-Cpn inhibitor = .; EPAC2 antag = .; Akt phos inh = .; Nrf2 activator = -0.3%; CCT chaperon mod = .; EPAC2 ag = .; Nrf2 block = ?
O=C(CNC(=O)C1CC1)Nc1ccc(F)c(F)c1F in the list: TGFb inhibitor = 16%; A549 viability = 0%; Mm-Cpn inhibitor = 1%; EPAC2 antag = 2%; Akt phos inh = i; Nrf2 activator = -0.6%; CCT chaperon mod = -2.1; EPAC2 ag = 1%; Nrf2 block = 1%

Further results:
33	O=C1NC(=O)C(CC(=O)N(Cc2ccco2)C2(C(=O)NC3CCCC3)CCCCC2)N1 (configuration not stated)
34	O=C(Nc1ccc(F)cc1F)Nc1sccc1-c1nc2ccccc2s1
35	O=C1CC(c2cc([N+](=O)[O-])ccc2Cl)c2c(ccc3ccccc23)N1 (configuration not stated)
36	CC/C(=N/NS(=O)(=O)c1ccc(Cl)cc1)c1ccc(O)cc1
37	CCC(C)[C@H](NC(=O)NCc1cccnc1)C(=O)OC (some centres not stated)
38	Cc1ccc(C(=O)NCC(=O)OCC(=O)NC(C)C2CC3CCC2C3)cc1 (configuration not stated)
39	O=C(NCc1ccc(Cl)cc1)NCc1noc2ccccc12
Screen / compound no. | 33 | 34 | 35 | 36 | 37 | 38 | 39
TGFb inhibitor | -22% | 11µM* | ? | 0% | -6% | 5% | -40%
A549 viability | -6% | ? | -14% | 2% | -2% | 5% | -2%
Mm-Cpn inhibitor | 0% | ? | 0% | 0% | 0% | -3% | .
EPAC2 antag | 4% | -11% | 24% | 7% | 8% | -21% | .
Akt phos inh | i | i | i | i | i | i | .
Nrf2 activator | -1.8% | 2.8% | 1.7% | 0.2%[9.22 µM] | -0.5% | 2.0% | 15%
CCT chaperon mod | 2.5 | -3.2 | -1.0 | -1.7 | -0.1 | -2.5 | .
EPAC2 ag | -7% | 13% | -1% | 3% | 7% | -1% | .
Nrf2 block | -12% | -11% | 11% | 3% | -3% | 14% | 22%

An excerpt. The share of hits here may be higher or lower than overall.
